# Screening data: PubChem BioAssay, Columbia University Molecular Screening Center
# mHtt clearance: mutant huntingtin protein clearance | HeLa Exon1htt(103Q)mCFP, aggregate imaging; zero = plate's median compound well | inhibition, % at 1.5 µM | actives 0.42% (n = 47,000);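 active = inhibition of aggregate fluorescence above about 70%, also judged a hit by eye on the cell image, limit read from the data, passing the limit was not always enough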;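 also: cells exposed to compound for three days before fixation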
# mHtt clearance grain fraction: recorded beside mHtt clearance, whose call it bears; fraction fluorescence in grains; measured here: aggregate grain fluorescence fraction; hits give low values;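 scaled fraction of total cell fluorescence in grains with unit not stated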
# Numbers without * were called inactive. An excerpt, so the mix of outcomes need not match the whole.
mHtt clearance grain fraction | mHtt clearance | Compound
26 | 23 | C=CCn1c(SCC(=O)Nc2sccc2C(N)=O)nc2sc(C)c(C)c2c1=O
40 | -2 | CC1CN(C(=O)CSc2nnc(-c3ccncc3)n2-c2ccccc2)CC(C)O1 (stereo not drawn)
19 | -4 | O=C(Nc1ccc(CN2CCOCC2)cc1)c1cccc(F)c1
30 | 18 | COc1cc2c(cc1OC)C(C(=O)NCCN1CCOCC1)C1c3ccccc3CCN1C2=O (stereo not drawn)
13 | 30 | Cc1cc(NC(=O)CCC(=O)N(CCC(C)C)C(C(=O)NC2CCCC2)c2cccnc2)no1 (stereo not drawn)
25 | -22 | COc1ccc2[nH]c(O)c(NC(C)=O)c2c1
20 | -6 | COc1cc(NC(=O)C2CCCCN2)ccc1OCC(C)C (stereo not drawn)
26 | -19 | Cc1ccc(-c2nnn(CC(=O)N3CCN(c4ccccc4)CC3)n2)o1
17 | -3 | O=C(Nc1ccc(O)cc1)c1ccc(C(=O)c2ccccc2)o1
15 | 24 | CCOc1ccc(NC(=NCc2ccc3c(c2)OCO3)SC2CC(=O)N(c3ccc(OCC)cc3)C2=O)cc1 (stereo not drawn)
18 | 4 | Cc1ccc(S(=O)(=O)CC(=O)N2CCCC2)cc1
32 | 14 | CCN(CC)S(=O)(=O)c1cccc(-c2nnc(SCC(N)=O)n2CCc2ccccc2)c1
29 | 30 | O=C(CSc1nnc(CNc2ccc(Cl)cc2)o1)Nc1nc2ccccc2s1
44 | -11 | Cc1ccc(S(=O)(=O)Oc2ccc(/C=C(/NC(=O)c3ccccc3)C(=O)Nc3ccccc3)cc2)cc1
45 | -24 | COc1ccc(CCNC(=O)C2CCN(S(=O)(=O)N3CCOCC3)CC2)cc1OC
46 | -25 | CC(C)(C)NS(=O)(=O)c1ccc(NS(=O)(=O)c2ccc(F)cc2)cc1
30 | 11 | Cc1cc([N+](=O)[O-])ccc1NCc1ccccc1
48 | -40 | Nn1c(SCC(=O)Nc2cccc(F)c2)nnc1C1CCCCC1
39 | -14 | O=c1cc(O)n(-c2ccccc2F)c(=S)[nH]1
20 | 6 | CC(C)CC(=O)O/N=C1\C(=O)N(Cc2ccc(Cl)cc2)c2ccc([N+](=O)[O-])cc21
20 | -17 | COc1ccc(C(=O)NC(C)c2nc3ccccc3[nH]2)cc1OC (stereo not drawn)
23 | -10 | O=C(NCCCN1CCc2ccccc2C1)Nc1ccc(Br)cc1
34 | 0 | Cc1ccc(C)c2[nH]c(=O)c(CN(CCN3CCCC3)C(=O)Nc3ccc(F)cc3)cc12
54 | -40 | O=C(Nc1ccccc1SCC1CSc2nc3ccccc3c(=O)n21)c1ccccc1Cl (stereo not drawn)
25 | -11 | Cc1cc(C)nc(NS(=O)(=O)c2ccc(NC(=O)C3CC(=O)N(c4ccccc4)C3)cc2)n1 (stereo not drawn)
38 | -8 | CC(C)Oc1ccc(C(=O)N2CCCC2C(=O)O)cc1 (stereo not drawn)
40 | -5 | COC(=O)c1ccc(OCC(O)CN2C(=O)NC(C)(C)C2=O)cc1 (stereo not drawn)
29 | -56 | Cc1cccc(C)c1NC(=O)Cn1cnc2c(=O)n(C)c(=O)n(C)c21
55 | -50 | Cn1c(SCC(=O)c2ccc(F)cc2)nnc1-c1cnccn1
30 | 1 | CC(=O)N1N=C(c2ccc3nccnc3c2)CC1c1ccccc1 (stereo not drawn)

# (listing goes on)
mHtt clearance grain fraction | mHtt clearance | Compound
74 | -90 | CCOc1ccc(C(=O)N/N=C(\c2ccccc2)c2ccccn2)cc1
24 | -38 | O=C(CCCc1ccccc1)c1ccc2c(c1)OCCO2
21 | 9 | CCOC(=O)C(C)Oc1c(Br)cc(C2NC(=O)NC(C)=C2C(C)=O)cc1OCC (stereo not drawn)
18 | 11 | NS(=O)(=O)c1ccc(NC(=O)CSc2nnc(-c3cnccn3)n2-c2ccccc2)cc1
18 | 52 | CCCCOP(=O)(OCCCC)C1(NS(=O)(=O)c2ccccc2)C=CC(=O)c2ccccc21 (stereo not drawn)
44 | -18 | Cc1cc(C(F)F)n2ncc(C(=O)N3CCc4ccccc4C3)c2n1
17 | 14 | Cc1ccc(S(=O)(=O)CCc2ccccn2)cc1
36 | -8 | COc1cccc(-c2nnc(SCCC(=O)O)n2C)c1
13 | 28 | Cn1c(SCCOc2ccccc2Cl)nnc1-c1ccncc1
23 | -27 | COCc1cc(=O)n2[nH]c(-c3cccc(Br)c3)cc2n1
25 | 38 | S=c1nc(-c2ccccc2)n(Cc2ccco2)c2c1CCCC2
17 | 22 | NS(=O)(=O)c1ccc(CCNC(=O)C2CCCN2C(=O)OCc2ccccc2)cc1 (stereo not drawn)
30 | 30 | CCn1c(N2CCN(CC(=O)c3ccc(OC)cc3)CC2)nc2ccccc21
26 | -21 | O=c1c(-c2ccc(F)cc2)coc2c3c(ccc12)OCCO3
15 | 23 | O=c1c2c3c(sc2ncn1/N=C/c1ccccc1)CCCC3
31 | 19 | COc1ccc2cc(CN(CCc3ccccc3)Cc3nnnn3CC3CCCO3)c(=O)[nH]c2c1 (stereo not drawn)
18 | 4 | COC(=O)C(C(=O)NCC1CCCO1)C1CCCCCC1 (stereo not drawn)
32 | -59 | O=C(Cc1cn2ccsc2n1)OCc1nc2ccccc2s1
30 | 11 | N=c1c2c(-c3ccccc3)c(-c3ccccc3)oc2ncn1CCCN1CCOCC1
32 | 34 | COCCn1c(SCC(=O)N2CCCc3ccccc32)nc2c(c1=O)SC(C)C2 (stereo not drawn)
18 | 13 | CCCOC(=O)c1c(N)sc2c1CCC2
36 | -3 | O=S(=O)(Cc1ccccc1)N1CCC(c2nc(-c3cccs3)no2)CC1
20 | -10 | COc1ccc(-c2nnc(SCC(=O)Nc3ccc(Cl)cc3)n2C)cc1
33 | 24 | Cc1ccc(NS(=O)(=O)c2ccccc2Cl)c2c1CC(C)(C)O2
40 | -10 | COC(=O)c1ccccc1N1C(=O)C2C(C1=O)C1C=CC2C12CC2 (stereo not drawn)
20 | 0 | O=C(c1cc2sccc2n1Cc1ccc(F)cc1)N1CCN(c2nc3ccccc3s2)CC1
28 | -34 | CCOC(=O)C1=C(C)NC(=O)C(C#N)C1c1ccncc1 (stereo not drawn)
60 | -58 | COCCNC(=O)Cn1nc(C(F)(F)F)c(Cl)c1C
46 | -34 | COc1cc2c(cc1NC(=O)COC(=O)Cn1cnc3ccccc31)oc1ccccc12
26 | -34 | Cc1ccccc1C(=O)Nc1cccc(C#N)c1

# Pulled by compound from above:
mHtt clearance grain fraction | mHtt clearance | Compound
18 | 52 | CCCCOP(=O)(OCCCC)C1(NS(=O)(=O)c2ccccc2)C=CC(=O)c2ccccc21 (stereo not drawn)
19 | -4 | O=C(Nc1ccc(CN2CCOCC2)cc1)c1cccc(F)c1
18 | 11 | NS(=O)(=O)c1ccc(NC(=O)CSc2nnc(-c3cnccn3)n2-c2ccccc2)cc1
40 | -5 | COC(=O)c1ccc(OCC(O)CN2C(=O)NC(C)(C)C2=O)cc1 (stereo not drawn)

# Remaining list, next part:
mHtt clearance grain fraction | mHtt clearance | Compound
20 | 1 | O=c1cc(-c2ccccc2)nc(N2CCN(Cc3ccc4c(c3)OCO4)CC2)[nH]1
22 | 29 | CCOC(=O)N1CCC(Nc2ncnc3c2cnn3-c2ccc(C)cc2C)CC1
22 | -20 | CCC(=O)NC(c1cccc([N+](=O)[O-])c1)c1c(OC(C)=O)ccc2ccccc12 (stereo not drawn)
14 | 13 | Cn1nc(-c2ccc(OCC(N)=O)cc2)c2ccccc2c1=O
46 | -24 | Cc1c(-c2ccccc2)sc(N)c1C(=O)N1CCOCC1
30 | -56 | O=C(CCSc1nnc(-c2ccncc2)o1)Nc1ccccc1
13 | 24 | CC1(C)OC(c2ccccc2)=C/C(=C/C=Nc2ccccc2)O1
63 | -55 | Cc1ccc(S(=O)(=O)c2c(C)nn(C(C)(C)C)c2OC(=O)c2ccco2)cc1
15 | 20 | COc1ccc(-c2nsc(SCC(=O)Nc3cc(C)on3)n2)cc1
15 | 16 | OC(COCCC12CC3CC(CC(C3)C1)C2)CN1CCCCC1 (stereo not drawn)
12 | 40 | Cc1cccc(NCC(O)Cn2cnc3c2c(=O)n(C)c(=O)n3C)c1 (stereo not drawn)
8.4 | 56 | O=C(CSCc1ccccc1)N1CCN(Cc2ccc3c(c2)OCO3)CC1
67 | -57 | COCc1cc(C)nc(Nc2cc(C)ccc2C)c1C#N
18 | 10 | COc1ccc(Cn2nnnc2C(C(C)C)N2CCN(c3ccccc3OC)CC2)cc1 (stereo not drawn)
30 | -45 | CCCc1cc(=O)[nH]c(SCC(=O)NC(=O)c2ccccc2)n1
40 | -2 | Cc1cc(C(=O)CSc2nc(N)cc(=O)[nH]2)c(C)n1CCc1ccc(F)cc1
42 | -25 | COc1ccccc1N=C(C)C1=C(O)CSC1=O
19 | 44 | COc1ccc(OC)c(CNC(=O)C2CCN(S(=O)(=O)N3CCCC3)CC2)c1
28 | -37 | O=C(NC1(C(F)(F)F)NC(=O)N(Cc2cccnc2)C1=O)c1cccs1 (stereo not drawn)
35 | -99 | O=C1NC(=O)C2(CCC(C(=O)O)C2)N1 (stereo not drawn)
35 | 14 | OC(CNCC1CCCO1)Cn1c2ccc(Cl)cc2c2cc(Cl)ccc21 (stereo not drawn)
27 | -31 | Cc1cc(C(C)(C)C)cc(S(=O)(=O)NCC(=O)O)c1C
22 | -28 | CCOc1ccc(NC(=O)C2CC=CCC2C(=O)O)cc1 (stereo not drawn)
16 | 20 | O=c1c2cc(N3CCOCC3)ccc2[nH]c(=S)n1CCCN1CCCC1
30 | 12 | CCOc1ccc(-c2nnc3ccc(SCC(=O)NCc4ccco4)nn23)cc1
15 | 22 | O=C(NCCCCCCNC(=O)C1CCCC1)C1CCCC1
12 | 27 | CCOCCCNC(=O)c1ccc(OC)cc1
49 | -38 | O=C(c1cc2nc(-c3cccs3)cc(C(F)(F)Cl)n2n1)N1CCCc2ccccc21
49 | -24 | CCC(C)(C)NC(=O)C(c1ccc(F)cc1)N(Cc1ccco1)C(=O)c1cnccn1 (stereo not drawn)
20 | 15 | COc1ccc(-c2nc(-n3c(C)c(C(C)=O)c(C(C)=O)c3C)sc2C)cc1OC

# Compound profiles, as listed above. Order of screens: mHtt clearance grain fraction, mHtt clearance
# S=c1nc(-c2ccccc2)n(Cc2ccco2)c2c1CCCC2 as listed: 25, 38
# Cc1cc(NC(=O)CCC(=O)N(CCC(C)C)C(C(=O)NC2CCCC2)c2cccnc2)no1 (stereo not drawn) as listed: 13, 30
# Cc1cc([N+](=O)[O-])ccc1NCc1ccccc1 as listed: 30, 11
# Cc1ccc(C)c2[nH]c(=O)c(CN(CCN3CCCC3)C(=O)Nc3ccc(F)cc3)cc12 as listed: 34, 0

# The listing picks up, starting 3 compounds before the break.
mHtt clearance grain fraction | mHtt clearance | Compound
49 | -38 | O=C(c1cc2nc(-c3cccs3)cc(C(F)(F)Cl)n2n1)N1CCCc2ccccc21
49 | -24 | CCC(C)(C)NC(=O)C(c1ccc(F)cc1)N(Cc1ccco1)C(=O)c1cnccn1 (stereo not drawn)
20 | 15 | COc1ccc(-c2nc(-n3c(C)c(C(C)=O)c(C(C)=O)c3C)sc2C)cc1OC
56 | -23 | O=C(O)CCC(=O)N1CCc2cc(S(=O)(=O)N3CCC(Cc4ccccc4)CC3)ccc21
29 | 20 | Nc1nnnn1/N=C/c1ccco1
9.8 | 49 | O=C(NC1CC1)c1ccc(S(=O)(=O)NCC2CCCCC2)cc1
50 | -13 | O=C1CSC(c2ccco2)N1 (stereo not drawn)
27 | -28 | Cc1ccc(N2CC(C(=O)NC3=NCCS3)CC2=O)cc1C (stereo not drawn)
81 | -72 | CSc1nnc2c(n1)OC(c1ccc(C(=O)O)cc1)N(C(C)=O)c1ccccc1-2 (stereo not drawn)
53 | -38 | CC1CN(C(=O)/C=C/c2ccc3c(c2)OCO3)CC(C)O1 (stereo not drawn)
22 | 31 | CCN(CC)S(=O)(=O)c1ccc(NC(=O)C(C)N(c2ccc(OC)cc2)S(C)(=O)=O)cc1 (stereo not drawn)
76 | -87 | CC1CCN(S(=O)(=O)c2ccc(F)c(C(=O)O)c2)CC1
52 | -13 | CC/C(O)=C(/C#N)c1nnc2n1CCCCC2
45 | 7 | COc1ccc(NC(=O)c2cc3c(=O)n(C)c4ccccc4c3n2C)cc1OC
30 | 23 | CCN(CC)CCNC(=O)c1ccc2c(=O)n(CCc3ccccc3)c(=O)[nH]c2c1
22 | -16 | Clc1ccc2nc(N3CCN(c4ccccc4)CC3)sc2c1
42 | -4 | COc1cc(C2C3=C(CC(C)(C)CC3=O)N(C)C(=O)N2C)cc(OC)c1OC (stereo not drawn)
8.7 | 58 | Cn1c(SCC(=O)Nc2nccs2)nnc1C12CC3CC(CC(C3)C1)C2
22 | -4 | Cc1c(C(=O)N2CCN(c3ccccn3)CC2)sc2ncnc(N3CCN(c4ccccc4)CC3)c12
19 | 7 | NC(=O)COc1ncn(-c2ccccc2)n1
51 | -22 | CCCCNC(=O)c1sc(=S)n(-c2ccccc2OC)c1N
30 | 2 | COc1ccc(C(=O)NN2C(=O)C3CCC(C)(C2=O)C3(C)C)cc1 (stereo not drawn)
12 | 36 | O=C(NCc1ccccn1)c1coc(=O)c(Br)c1
19 | 1 | CN(C)C(=O)CSc1nnc(-c2cnccn2)n1C
106 | -120 | Cc1cccc(NC(=O)CN(C)S(=O)(=O)c2cccc3cccnc23)c1
16 | 20 | O=C(O)/C=C/c1ccc2ccccc2n1
26 | -30 | CCCN1C2=NCCN2c2cc(C)c(C)cc21
36 | 8 | O=C(Nc1cc(=O)c2ccccc2o1)N1CCOCC1
8.6 | 58 | Cc1nc(NCc2ccco2)c2c3c(sc2n1)CCC3
